GSK3A inh = blocks human GSK-3 alpha kinase | P49840 | ADP-Glo luminescence, 60 min | inhibition, % at 10 µM | 320,000 tested, 0.1% active | AID 2650;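 in the data active = inhibition above about 50%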;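 note: GST-tagged GSK-3 alpha with peptide substrate and 25 µM ATP; 0% = DMSO neutral wells and 100% = GW8510 positive control wells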
Target sequence (P49840 whole entry, looked up): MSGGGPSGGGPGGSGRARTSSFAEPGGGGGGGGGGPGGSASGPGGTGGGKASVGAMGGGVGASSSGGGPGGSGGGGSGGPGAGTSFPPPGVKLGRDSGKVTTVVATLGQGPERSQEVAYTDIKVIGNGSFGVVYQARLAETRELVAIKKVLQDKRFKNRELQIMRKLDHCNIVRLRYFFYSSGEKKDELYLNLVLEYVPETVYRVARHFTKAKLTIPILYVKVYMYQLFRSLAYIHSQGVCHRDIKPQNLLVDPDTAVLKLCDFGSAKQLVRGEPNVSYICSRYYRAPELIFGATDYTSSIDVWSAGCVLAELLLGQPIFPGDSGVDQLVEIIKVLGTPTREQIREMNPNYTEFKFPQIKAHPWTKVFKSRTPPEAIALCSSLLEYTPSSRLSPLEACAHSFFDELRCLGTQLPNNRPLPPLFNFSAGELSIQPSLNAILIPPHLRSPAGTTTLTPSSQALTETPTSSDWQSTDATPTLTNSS
RGS4 act = RGS4 potentiation or activation | 310,000 tested, 0.92% active | B-score at 10 µM | HEK293 M3R/inducible RGS4, carbachol calcium flux Fluo4; hits give low values;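 active = B-score of the integrated calcium signal more than 4 SD below the library mean, with starting fluorescence not abnormally high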;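 note: negative B-score means reduced calcium response which marks RGS4 activation or potentiation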
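Detection: kinetic calcium fluorescence imaging with Fluo4-AM dye, 2 µM / Material: HEK293 cells with stable M3R and inducible RGS4 / Schedule: recording 10 s baseline at 1 Hz, 100 s post-agonist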
HDAC3 inh = human HDAC3 inhibition; O15379; recombinant HDAC3, fluorogenic peptide/trypsin coupled, fluorescence; inhibition, % at 8.3 µM; 320,000 tested, 0.15% active; AID 2718; in the data active = inhibition above about 26%, passing the limit was not always enough; inconclusive = no clear call, values can overlap the other calls
KCNQ1 pot = human KCNQ1 channel potentiation or activation; P51787; CHO-K1 KCNQ1, thallium flux FluxOR fluorescence; hits give high values; B-score at 10 µM; 310,000 tested, 0.35% active; AID 2648;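 active = fluorescence ratio B-score, a plate-corrected score, at least three library SD, with initial intensity B-score within 5 SD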
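Assay system: CHO-K1 cells stably expressing KCNQ1. Medium: assay buffer for compound exposure, DMSO matched across wells. Timing: 37 °C overnight plating, 90-min dark dye load, 20-min compound pretreatment. Signal: kinetic FluxOR fluorescence, 10 s baseline plus 110 s post-stimulus.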
KCNQ1 inh = inhibitors of human KCNQ1 potassium channel; P51787; CHO-K1 KCNQ1, FluxOR thallium flux fluorescence; hits give high values; B-score at 10 µM; 310,000 tested, 1.3% active;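 active = compounds whose thallium flux B-score, printed positive for inhibition, exceeds three library SD while starting fluorescence stays within three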;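 note: channel opened by potassium depolarization with thallium stimulus after 20 min compound exposure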
Dyrk1A ADPGlo = inhibitors of rat Dyrk1A kinase; inhibition, % at 12.5 µM; 310,000 tested, 0.43% active; ADP-Glo luminescence, NFATc1 peptide; AID 504441; in the data active = inhibition above about 50%;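 note: plate controls were vehicle with enzyme for no effect and no enzyme for full effect; many of its hits are not listed in these tables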
PolyA inh = inhibitors of polyadenylation in S. cerevisiae. 300,000 tested, 0.02% active. calls only at 12 µM. S. cerevisiae SKY197-pL101 polyadenylation reporter, beta-gal luminescence; efflux-impaired pdr1/pdr3 knockout yeast; score 100 = 6 SD above DMSO;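 active = lowest replicate activity score at least 50, where 100 means six control SD above control mean; inconclusive = lowest score under 50 but half or more replicates reach 50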;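 note: yeast exposed to compound for 9 h at 30 °C; higher score means more reporter readthrough which indicates perturbed polyadenylation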
KCNK3 block = human KCNK3 channel inhibition, primary screen; O14649; CHO-KCNK3 thallium flux, FluxOR fluorescence; hits give low values; B-score at 10 µM; 340,000 tested, 0.84% active; AID 602410;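 active = B-score under library mean minus 4 SD, starting fluorescence ratio at most library mean plus 5 SD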;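 note: more negative B-score means stronger inhibition of thallium flux through KCNK3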
Target sequence (O14649 whole entry, looked up): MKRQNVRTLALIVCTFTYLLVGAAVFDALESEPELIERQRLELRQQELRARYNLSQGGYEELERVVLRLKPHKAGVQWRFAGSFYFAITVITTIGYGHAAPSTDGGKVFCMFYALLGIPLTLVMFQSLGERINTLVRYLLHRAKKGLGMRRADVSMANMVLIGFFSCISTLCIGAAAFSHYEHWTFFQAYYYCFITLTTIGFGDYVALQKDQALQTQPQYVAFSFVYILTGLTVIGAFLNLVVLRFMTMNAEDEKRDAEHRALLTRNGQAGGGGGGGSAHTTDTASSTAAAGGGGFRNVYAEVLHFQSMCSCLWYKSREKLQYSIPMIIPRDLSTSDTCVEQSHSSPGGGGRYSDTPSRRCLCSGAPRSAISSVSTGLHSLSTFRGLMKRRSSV
hERG protect = compounds protecting human hERG from proarrhythmic drug block; Q12809; CHO-hERG, FluxOR thallium flux, dofetilide IC70 present; activation (rescue from dofetilide block), less the hit threshold, % at 10 µM; 310,000 tested, 0.51% active; AID 1511;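 active = activation above the mean of controls blocked by dofetilide plus 5 SD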;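 note: thallium influx through hERG after potassium depolarization seen as dye fluorescence rise; in these data hits start at about 4.7%; inactives centre near -7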
GSK3B inh = blocks human GSK3beta kinase activity; P49841; GST-GSK3beta kinase, ADP-Glo luminescence, 60 min; hits give low values; activity score (negative = inhibition), % at 10 µM; 300,000 tested, 0.038% active;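 active = more than half of replicate wells score below -50%, meaning over 50% inhibition versus plate controls; inconclusive = some replicates but at most half score below -50%; inactive = no replicate scores below -50%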;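 note: 0% = median DMSO wells and -100% = median GW8510 positive control wells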
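Test system: GST-tagged human GSK3beta kinase, cell-free; evaluation: activity score scaled between in-plate DMSO and GW8510 controls; measured by: ADP-Glo luminescence; incubation: 60 min reaction, RT; benchmarks: DMSO and 20 µM GW8510; reagent: peptide substrate plus 25 µM ATP (final); medium: Tris/MgCl2 kinase buffer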
KCNK9 inh = human KCNK9 channel inhibition; Q9NPC2; HEK293 KCNK9, FluxOR thallium flux fluorescence; hits give low values; B-score at 10 µM; 310,000 tested, 1.2% active; AID 488922;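 active = ratio B-score over 3 SD below the library mean, with starting fluorescence within 5 SD of its mean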;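 note: negative B-score means less thallium flux so channel inhibition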
The depositor's hits bear a star; i = inactive; ? = inconclusive; / = no result given.

SMILES | KCNQ1 inh | KCNK9 inh | PolyA inh | RGS4 act | KCNQ1 pot | Dyrk1A ADPGlo | GSK3A inh | HDAC3 inh | hERG protect | GSK3B inh | KCNK3 block
CC(C(=O)Nc1ccc(O)cc1)c1cccc(C(=O)c2ccccc2)c1 (stereo unspecified) | i | i | i | i | i | -1 | -1 | 6 | -11 | -2 | i
CCOC(=O)c1sc2nc(C)n(CC(=O)NCC3CCCO3)c(=O)c2c1C (stereo unspecified) | i | i | i | i | i | 2 | -1 | -1 | -2 | -4 | i
O=c1cc(C(O)C[N+](=O)[O-])occ1OCc1ccccc1 (stereo unspecified) | i | i | i | i | i | / | 0 | 3 | -11 | -3 | i
Cc1cc(N2CCOCC2)c2c(N)cc(C)c(C)c2n1 | i | i | i | i | i | 6 | 2 | 0 | -3 | 6 | i
Cc1noc(C)c1COC(=O)C1(c2cccc(F)c2)CCCC1 | i | i | i | i | i | -3 | -1 | -4 | -11 | 0 | i
O=C1C(Cl)=C(N2CCCCC2)C(=O)N1Cc1ccccc1 | i | i | i | i | i | -2 | -2 | -1 | -14 | 2 | i
CNC(=S)N1CCN(c2ccc(OC)cc2)CC1 | i | i | i | i | i | 1 | -3 | -4 | -14 | -3 | i
CCOc1ccccc1NC(=O)CSc1ccc([N+](=O)[O-])cc1 | i | i | i | i | i | -4 | / | / | 3 | 6 | i
CCCc1nn(C)c(C(=O)Nc2ccccc2)c1Cl | i | i | i | i | i | 7 | -2 | -3 | -9 | 0 | i
CCCN(CCC)C(=O)c1cc(S(=O)(=O)N2CCCCC2)c[nH]1 | i | i | i | i | i | 1 | -2 | -3 | -14 | 2 | i
CCN(CC)c1nc2ccccc2[nH]c1=O | i | i | i | i | i | 6 | 2 | / | -3 | 0 | i
O=C(CCn1c(=O)c2ccccc2n(Cc2cccnc2)c1=O)NCc1ccc2c(c1)OCO2 | i | i | i | i | i | -4 | 1 | 1 | -8 | 3 | i
COc1ccc(NC(=O)COC(=O)CCCN2C(=O)c3ccccc3C2=O)cc1Cl | i | i | i | i | i | -7 | -3 | 0 | -8 | -3 | i
COC(C(=O)N/N=C(\C)CC(=O)Nc1ccc(Cl)cc1C)c1ccccc1 (stereo unspecified) | i | i | i | i | i | -2 | -5 | -1 | -21 | 4 | i
CCc1c(C)sc(NC(=O)c2ccco2)c1C(=O)N1CCOCC1 | i | i | i | i | i | 2 | -1 | 2 | -1 | -5 | i
CC1CCCCC1NC(=O)Cn1c(CN2CCCCC2)nc2ccccc2c1=O (stereo unspecified) | i | i | i | i | i | 1 | 0 | 3 | -4 | 0 | i
Cc1ccc(NC(=O)CSc2nnc(CCC(=O)O)c(=O)[nH]2)cc1 | i | i | i | i | i | 11 | -2 | 2 | -8 | 9 | i
CCOc1ccc(CCNC(=O)C2CC(=O)N(Cc3ccc(C)cc3)C2)cc1OCC (stereo unspecified) | i | i | i | i | i | 16 | -1 | 1 | -9 | 3 | i
CC(=O)Nc1ccc(NC(=O)COc2cc(C)cc3oc(=O)cc(C)c23)cc1 | i | i | i | i | i | / | -1 | ? | -6 | 0 | i
COc1ccc(C2C(CC(=O)O)=C(Nc3ccccc3)C(=O)N2c2ccccc2)cc1 (stereo unspecified) | i | i | i | i | i | -2 | -2 | -3 | -9 | 4 | i
CC(C)(C)c1nnc(N/N=C/c2ccccc2)n(N)c1=O | i | i | i | i | i | -1 | -2 | 7 | -8 | -1 | i
O=C(c1cc(-c2ccc(Br)cc2)on1)N1CCCC1 | i | i | i | i | i | 1 | -2 | 3 | -8 | / | i
C/C(=N\NC(=O)C1(C)CC1(Br)Br)c1cccc(NC(=O)c2ccc(C)o2)c1 (stereo unspecified) | i | i | i | -12* | i | 2 | 0 | 0 | -14 | -3 | -9.6*
CNS(=O)(=O)c1ccc2c(c1)NC(=O)C1CCCN21 (stereo unspecified) | i | i | i | i | i | 2 | 5 | -1 | 0 | -4 | i
COC(=O)c1cccc(NC(=O)CCNC(=O)c2ccco2)c1 | i | i | i | i | i | 9 | 0 | 9 | -9 | 0 | i
Cc1ccc(SCc2nnc(N)s2)cc1 | i | i | i | i | i | 7 | -3 | 0 | -11 | 3 | i
COc1ccc(NS(=O)(=O)c2cc3c4c(c2)CCN4C(=O)CC3)c(OC)c1 | i | i | i | i | i | 3 | / | / | -5 | 2 | i
CS(=O)(=O)Nc1ccc(-c2cc(/C=C3\SC(N)=NC3=O)c[nH]c2=O)cc1 | i | i | i | i | i | 86* | 37 | 2 | -6 | -2 | i
CC(NC(=O)COc1cccnc1[N+](=O)[O-])c1ccc(F)cc1 (stereo unspecified) | i | i | i | i | i | -9 | -1 | 1 | -4 | 0 | i
CCn1nnnc1NCc1cccn1C | i | i | i | i | i | 0 | -3 | -1 | -19 | 2 | i
Cc1cccc2[nH]c(SCC(=O)N3CCOCC3)nc12 | i | i | i | i | i | 0 | -1 | -6 | -10 | -2 | i
COc1ccc(CCNC(=O)C(=O)NCC2OCCN2S(=O)(=O)c2ccc(OC)cc2)cc1 (stereo unspecified) | i | i | i | i | i | 1 | -1 | -1 | -12 | -1 | i
CC(C)(C)S(=O)(=O)c1cnc2c(-c3ccc(Cl)cc3)cnn2c1N | i | i | i | i | i | 3 | -4 | -10 | -7 | 0 | i
CCN1CCN(C(c2ccc(OC)c(OC)c2)c2nnnn2C(C)(C)C)CC1 (stereo unspecified) | i | i | i | i | i | -4 | / | / | -10 | 2 | i
CCCCSc1nc(N)c(NC(=O)c2ccco2)c(=O)[nH]1 | i | i | i | i | i | -3 | 1 | / | -10 | 0 | i
CC(=O)c1ccc(S(=O)(=O)Nc2ccc(N3CCOCC3)cc2)cc1 | i | i | i | i | i | 5 | -3 | 10 | -2 | -3 | i
CCc1cccc(CC)c1NC(=O)c1ccccc1 | i | i | i | i | i | 4 | -2 | 2 | -9 | 0 | i
O=C(NCC1CCCO1)c1ccc(CS(=O)(=O)Cc2ccc(F)cc2)o1 (stereo unspecified) | i | i | i | i | i | 2 | -1 | 3 | -10 | -1 | i
CC1CCCCC1NC(=O)CN1C(=O)COc2ccccc21 (stereo unspecified) | i | i | i | i | i | 2 | 1 | -2 | -10 | 1 | i
COC(=O)Nc1nc2c(C)cccc2s1 | i | i | i | i | i | 4 | 1 | 0 | -5 | -2 | i
N#CCCN(C(=O)CSc1nc(-c2ccccc2)cn1N)c1ccc(F)cc1 | i | i | i | i | i | -6 | 0 | -7 | -11 | 1 | i
Cc1[nH]n(-c2ccccc2)c(=O)c1/C=N\NC(=O)C1COc2ccccc2O1 (stereo unspecified) | i | i | i | i | i | 2 | 0 | 5 | -13 | -2 | i
CCNc1ccc(C(=O)NN=C2CCCC2)cc1[N+](=O)[O-] | i | i | i | i | i | 0 | -2 | 0 | -3 | 1 | i
CCC(C(=O)OC)(C(=O)OC)c1ccc([N+](=O)[O-])cc1 | i | i | i | i | i | 0 | -3 | 2 | -8 | 0 | i
S=c1[nH]nc(-c2ccc3ccccc3n2)n1-c1ccc2c(c1)OCCO2 | i | i | i | i | i | / | 18 | ? | -9 | -6 | i
CCOC(=O)C1CCN(C(=O)c2ccc3c(SCC(=O)O)c4c(nc3c2)CCCC4)CC1 | i | i | i | i | i | -4 | -2 | 1 | -16 | 2 | i
CCOC(=O)N1CCN(S(=O)(=O)c2ccc(C)cc2)CC1 | i | i | i | i | i | 0 | -3 | 3 | -8 | -1 | i
COc1ccc2c(C)cc(SCC(=O)Nc3ccc(Cl)cn3)nc2c1 | i | i | i | i | i | 10 | 5 | -1 | -9 | 5 | i
Cc1ccc(-c2n[nH]c(=S)n2-c2ccccc2)cc1 | i | i | i | i | i | 4 | -2 | 14 | -10 | 4 | i
O=C(NC1CCCc2c1cnn2-c1cc(F)cc(F)c1)c1ccccn1 (stereo unspecified) | i | i | i | i | i | -11 | -2 | -7 | -7 | -2 | i
COc1ccc(OC)c(NC(=O)CSc2nc3c(c(=O)n(C)c(=O)n3C)n2C)c1 | i | i | i | i | i | -8 | -6 | -1 | -3 | -4 | i
CCc1nnc(NC(=O)c2sc3nc4c(cc3c2N)CCCCC4)s1 | i | i | i | i | i | 2 | -1 | -43 | -5 | -2 | i
Cc1nn(-c2ccccc2)c2sc(C(=O)N3CCOCC3)cc12 | i | i | i | i | i | 3 | 0 | 1 | -12 | -1 | i
O=C(NCCO)/C(=C\c1ccco1)NC(=O)c1ccco1 | i | i | i | i | i | -9 | -2 | 10 | -8 | 1 | i
CC[C@@H](C)[C@@H](C(=O)N1CCN(C(=O)OC(C)(C)C)CC1)n1cc(CCC(=O)O)nn1 | i | i | i | i | i | 6 | 1 | -2 | 1 | 0 | i
Cc1cc(NC(=O)c2ccc(-c3ccccc3F)o2)no1 | i | i | i | i | i | 1 | 1 | -1 | -7 | 6 | i

Next compounds follow:
SMILES | KCNQ1 inh | KCNK9 inh | PolyA inh | RGS4 act | KCNQ1 pot | Dyrk1A ADPGlo | GSK3A inh | HDAC3 inh | hERG protect | GSK3B inh | KCNK3 block
COCCCn1c(=O)c2sccc2n(Cc2ccccc2C)c1=O | i | i | i | i | i | -4 | 1 | 2 | -10 | 2 | i
COc1cccc(NC(=O)C2CCC(CNS(=O)(=O)c3cccc4cccnc34)CC2)c1 (stereo unspecified) | i | i | i | i | i | 4 | 2 | 4 | -7 | -2 | i
Cn1c(-c2ccc(F)cc2)cnc1SCC(=O)Nc1ccccc1N1CCOCC1 | i | i | i | i | i | 9 | 1 | -7 | -5 | -2 | i
Cc1ccc(C)c(OCC(=O)Nc2ccc3c(c2)OCO3)c1C | i | i | i | i | i | 5 | -3 | / | 0 | 5 | i
COc1cccc(CN(C)CC2CCCN(CCc3ccccc3C)C2)c1 (stereo unspecified) | i | i | i | i | i | / | 0 | -3 | -8 | 1 | i

Some of the compounds tested, so the mix of outcomes need not match the whole.
